Assay outcomes as filed in PubChem BioAssay.
EPAC2 ag: agonists of human EPAC2 (RAPGEF4); EPAC2 activation, biochemical qHTS; response scale: 100% = 6.5 mM cAMP response; Potency, µM (titrated, usually from 154 µM), for inactives: top-dose activation, actives largely listed as activators; AID 720711; Q8WZA2; 360,000 compounds, 0.079% hits; also: potency is read from the fitted curve at half-maximal effect; nearly all actives have a fitted effect of over 50% in size
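Fluorescence exchange assay: 100 nM EPAC2 with 250 nM RAP1B-BODIPY-GDP and 50 uM GDP; compounds tested as a concentration-titration series (qHTS). Loss of Rap1-bound BODIPY-GDP fluorescence read at 480/540 nm; data normalized to 6.5 mM cAMP.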
DRD3 agonist: D3 dopamine receptor (human) agonism; P35462; D3R DiscoveRx beta-arrestin cells, luminescence, 90 min; max activation, %; 410,000 compounds, 0.58% hits; AID 652048; in the data active = max activation above about 30%; also: 0% is about no effect; mostly tested at two doses, the higher about 12 µM
Target sequence (P35462 whole entry, looked up): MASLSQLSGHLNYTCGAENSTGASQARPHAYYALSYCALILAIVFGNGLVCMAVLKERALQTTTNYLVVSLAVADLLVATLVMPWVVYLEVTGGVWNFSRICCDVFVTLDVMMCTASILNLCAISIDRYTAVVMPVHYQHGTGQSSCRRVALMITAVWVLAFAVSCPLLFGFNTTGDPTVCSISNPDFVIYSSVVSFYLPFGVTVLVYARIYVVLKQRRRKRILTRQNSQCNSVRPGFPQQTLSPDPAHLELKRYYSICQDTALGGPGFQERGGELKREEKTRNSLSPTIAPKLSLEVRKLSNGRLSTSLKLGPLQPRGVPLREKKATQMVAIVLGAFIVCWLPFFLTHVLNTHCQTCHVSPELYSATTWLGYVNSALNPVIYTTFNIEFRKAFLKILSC
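Cells at 1500/well, incubated overnight, then treated with pinned compounds (dopamine as control) for 90 min at 37 degrees C. DiscoveRx reagent added for 30 - 60 minutes at room temperature; luminescence read.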
CCT chaperon mod: cytosolic chaperonin activity modulation | 360,000 compounds, 0.3% hits | purified chaperonin ATPase assay, HTRF ADP detection, 30 min | activity change, % (no concentration beside the values), hits read low | AID 651819; in the data active = activity change below about -30%; also: % is scaled to controls: 0 for no effect and ±100 for the full control effect
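Enzyme 40 or 20 nM (batch-dependent) in Tris pH 7.4/KCl/MgCl2/DTT; cpd 76 uM single point; ATP 10 uM; 30 min 37 °C; Transcreener ADP HTRF detection, 30 min RT; ratio 665/615.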
DRD3 antagonist: blocks the human D3 dopamine receptor; P35462; D3R cells, DiscoveRx beta-arrestin luminescence, antagonist mode; active compounds read low; max response, negative = inhibition, %; 360,000 compounds, 2.5% hits; AID 652054; in the data active = max response below about -50%; inconclusive = no clear call, values can overlap the other calls; also: % is scaled to controls: 0 for no effect and ±100 for the full control effect; mostly tested at two doses, the higher about 12 µM
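Cells plated overnight at 1500 cells/well, then exposed to library compounds with dopamine controls for 90 minutes at 37 degrees C. DiscoveRx reagent added for 30–60 minutes at room temperature; luminescence read, quantitative HTS format.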
Akt phos inh: Akt phosphorylation inhibition | 360,000 compounds, 0.32% hits | activity change, % for hits at 50 µM | Neuro2A IGF-stimulated pAkt S473 HTRF, 20 min; active compounds read low; in the data active = activity change below about -80%; inconclusive = mostly about -51% to -80%; also: % is scaled to controls: 0 for no effect and ±100 for the full control effect
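Neuro2A cells in DMEM with 0.5% FBS, overnight at 37 deg C, given compound at single 50 µM final, then IGF (6 nM final) for 20 min at 37 deg C. Lysed; phospho-Akt Ser473 by HTRF after 24 h, 665/615 ratio.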
MmCpn inh: inhibitors of Methanococcus maripaludis chaperonin (MmCpn) | 330,000 compounds, 0.031% hits | AID 504842 | purified Mm-Cpn ATPase, ADP Transcreener TR-FRET | Potency, µM (highest dose often 76.9 µM), without a hit: at the top dose activity, negative = inhibition, actives largely listed as inhibitors; also: potency is read from the fitted curve at half-maximal effect; % is scaled to controls: 0 for no effect and ±100 for the full control effect; nearly all actives have a fitted effect of over 80% in size
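Inhibition of chaperonin ATP hydrolysis is measured as reduced ADP production, detected by competitive TR-FRET in which signal falls with ADP. Final enzyme 25 nM and ATP 10 uM, reacted 30 min at 37°C.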
PTHR1 ag: agonists of human PTHR1 parathyroid hormone receptor; Potency, µM (series often up to 115 µM), without a hit: top-dose activation, most hits filed as activators; Q03431; 410,000 compounds, 0.075% hits; AID 743266; HEK293 GP2 PTHR1 cells, GloSensor cAMP luminescence, 1 h; also: potency is read from the fitted curve at half-maximal effect; nearly all actives have a fitted effect of over 55% in size; some results filed as inactive show a strong effect at the top dose; inactives centre near -15; many of its hits are not listed in these tables
Target sequence (Q03431 whole entry, looked up): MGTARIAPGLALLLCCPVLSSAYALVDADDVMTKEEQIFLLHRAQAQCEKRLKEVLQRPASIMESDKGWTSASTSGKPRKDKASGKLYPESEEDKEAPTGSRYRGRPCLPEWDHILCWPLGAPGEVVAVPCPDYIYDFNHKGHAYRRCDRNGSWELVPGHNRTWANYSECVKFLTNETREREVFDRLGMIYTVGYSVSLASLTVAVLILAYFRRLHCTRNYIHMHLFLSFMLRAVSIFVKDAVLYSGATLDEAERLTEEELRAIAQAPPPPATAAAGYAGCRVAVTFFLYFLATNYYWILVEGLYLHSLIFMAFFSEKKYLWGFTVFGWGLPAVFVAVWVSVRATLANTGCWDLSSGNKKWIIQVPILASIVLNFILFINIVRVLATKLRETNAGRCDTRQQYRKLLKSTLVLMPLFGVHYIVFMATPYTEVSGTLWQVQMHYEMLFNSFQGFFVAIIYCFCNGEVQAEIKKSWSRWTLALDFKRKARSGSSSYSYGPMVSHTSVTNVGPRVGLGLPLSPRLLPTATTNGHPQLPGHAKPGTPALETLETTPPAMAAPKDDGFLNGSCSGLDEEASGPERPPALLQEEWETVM
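HEK-293-derived GP2 cells expressing PTHR1 and a GloSensor cAMP reporter, 3,000/well, plated overnight, given luciferin plus IBMX (each 0.5 mM as added) for 1 h at 37 °C, then compound for 1 h at 37 °C. Luminescence was read after 15 min at room temperature.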
EPAC2 antag: EPAC2 (human) antagonism; EPAC2 GEF exchange of Rap1B-BODIPY-GDP, fluorescence; Potency, µM (highest dose often 114 µM), inactives show top-dose activity, negative = inhibition, actives largely listed as inhibitors; 360,000 compounds, 0.18% hits; AID 720708; also: potency is read from the fitted curve at half-maximal effect; % is scaled to controls: 0 for no effect and ±100 for the full control effect; nearly all actives have a fitted effect of over 45% in size; many of its hits are not listed in these tables
* hit, by the source's call; i = inactive; ? = inconclusive; . = not tested or not shown; [ ] = dose if it differs, or a comment. Unless noted, calls follow the shape of the dose curve; as a rule, active = well fitted curve in the direction sought with a large enough effect; inconclusive = small, poorly fitted or top-dose-only effect, or another doubt; inactive = no such curve, though single readings can be large; an effect the other way counts as inactive or inconclusive. Only part of the results is shown; the hit share may differ from the screen's.

SMILES	EPAC2 ag	DRD3 agonist	CCT chaperon mod	DRD3 antagonist	Akt phos inh	MmCpn inh	PTHR1 ag	EPAC2 antag
CCCc1cc(SCC(=O)Nc2c(C)n(C)n(-c3ccccc3)c2=O)n2c(nc3ccccc32)c1C#N	6.7%	1.8	0.2	1.6	i	-0.6%	-0.8%	-1.3%
O=S(=O)(Nc1ccc2c(c1)OCO2)c1ccc(Cl)cc1F	15.6%	6.1	0.7	-16.9	i	-2.2%	-41.4%[inhibitor]	-8.9%
Cc1cccc(CS(=O)(=O)c2cn(CC(=O)N3CCOCC3)c3ccccc23)c1	8.9%	3.2	1.6	-6.9	i	-0.5%	-10.7%	6.3%
Cc1ccccc1C(=O)NC(CC(C)C)C(=O)Nc1cccc(S(=O)(=O)N(C)C)c1 (stereo not drawn)	5.5%	17.3	-2.9	-28.7	i	-2.8%	-9.1%	4.8%
Cc1ccc2ncccc2c1[N+](=O)[O-]	-1.0%	-1.0	0.2	-5.2	i	0.4%	i	-5.9%
CCN(CC(=O)NC(=O)NCc1ccco1)Cc1nc2ccccc2c(=O)[nH]1	13.4%	-7.1	1.3	0.0	i	-0.9%	-27.7%	-2.9%
CCc1cccc(NC(=O)CN(C)S(=O)(=O)c2cccs2)c1	8.0%	-7.7	0.5	-2.7	i	3.7%	i	1.2%
O=C(CSc1nc2ccccc2n1CC(=O)N1CCCC1)NCc1ccc2c(c1)OCO2	8.9%	-3.1	-0.4	3.8	i	2.7%	i	-2.0%
Nc1c(Cl)cc(Cl)cc1C(=O)OCC(=O)N1CCCC1	9.5%	8.6	-2.9	6.2	i	-2.4%	i	9.2%
O=C(Nc1c2c(nn1-c1ccc(Cl)cc1)CS(=O)(=O)C2)C1CC1	1.3%	7.3	1.7	6.0	i	1.2%	-40.2%[inhibitor]	3.7%
O=C(Cn1cc(C(F)(F)F)ccc1=O)N/N=C/c1ccc(Cl)c(Cl)c1	-10.3%	1.1	0.5	-5.1	i	1.7%	-24.0%	-2.6%
O=C(NC(=S)NN1CCCCC1c1cccnc1)c1ccc(Br)cc1 (stereo not drawn)	1.8%	15.9	-0.9	-2.8	i	-0.1%	-17.3%	14.6%
C[C@@H](N)C(=O)NC[C@H]1O[C@@H](n2cnc3c(N)ncnc32)[C@H](O)[C@@H]1O	1.3%	-3.0	-0.1	-14.4	i	-0.6%	-11.8%	-8.7%
COc1ccc(NC(=O)C2=NN(C3CCS(=O)(=O)C3)C(=O)CC2)cc1S(N)(=O)=O (stereo not drawn)	0.3%	4.5	-2.5	15.5	i	0.2%	i	7.1%
Cc1n[nH]c(=S)n1/N=C/c1ccccc1OCc1ccc(Cl)cc1Cl	-5.8%	30.8*	-1.7	21.2	i	-1.7%	-0.3%	-7.2%
COc1ccc(CCNc2ncnc3c2oc2ccccc23)cc1OC	6.5%	21.6	0.8	11.9	i	1.0%	-34.2%[inhibitor][57.5 µM]	-3.0%
O=C(Cc1ccc([N+](=O)[O-])cc1)Nc1ccc(Cl)cc1	-4.7%	0.8	-9.4	-26.5	i	-10.4%	-25.8%	0.5%
O=C(NCc1ccccc1)C1c2ccccc2Oc2ccccc21	0.3%	0.8	0.7	14.0	i	-1.2%	i	-5.5%
COc1ccc(Cl)cc1NC(=O)/C=C\C(=O)O	-6.1%	15.7	-2.7	1.3	i	-1.5%	i	-3.3%
CCOc1ccc(NC(=O)C2CCN(S(=O)(=O)c3cccs3)CC2)cc1	3.6%	-29.5	1.2	8.2	i	-7.3%	-19.6%	-20.2%

2 compounds picked at random from the list so far, as already listed:
SMILES	EPAC2 ag	DRD3 agonist	CCT chaperon mod	DRD3 antagonist	Akt phos inh	MmCpn inh	PTHR1 ag	EPAC2 antag
O=C(CSc1nc2ccccc2n1CC(=O)N1CCCC1)NCc1ccc2c(c1)OCO2	8.9%	-3.1	-0.4	3.8	i	2.7%	i	-2.0%
Nc1c(Cl)cc(Cl)cc1C(=O)OCC(=O)N1CCCC1	9.5%	8.6	-2.9	6.2	i	-2.4%	i	9.2%

More structures.
SMILES	EPAC2 ag	DRD3 agonist	CCT chaperon mod	DRD3 antagonist	Akt phos inh	MmCpn inh	PTHR1 ag	EPAC2 antag
O=C(NCc1ccccc1Cl)c1csc([C@@H]2C[C@H](O)[C@@H](CO)O2)n1	4.7%	5.3	-0.6	14.5	i	.	-0.5%	28.4%
O=C(N/N=C/c1ccccc1C(F)(F)F)c1ccc(O)cc1	15.4%	-2.5	-1.8	-10.5	i	-0.6%	-58.4%[inhibitor]	-6.9%
COc1ccc(Br)cc1C(=O)Nc1ccc(O)cc1	10.4%	-2.0	-9.3	-12.7	i	2.4%	-4.1%[57.5 µM]	-9.6%
[O-]C(=C(C(=S)Nc1cccc2ccccc12)[n+]1ccccc1)c1ccc2c(c1)OCCO2	10.6%	2.7	-3.6	-2.7	i	.	i	-10.1%
CCOP(=O)(c1ccccc1)c1nc(-c2ccccc2C)oc1NCc1ccccc1 (stereo not drawn)	8.9%	9.2	-2.4	56.1	i	-4.5%	-23.0%	-17.8%
O=C(CNC(=O)Cc1ccccc1)NCC(=O)N1CCCCC1	7.2%	-1.7	-1.7	11.2	i	1.7%	i	0.8%
COC(=O)C1=C(C)Nc2c(c(=O)n(C)c(=O)n2C)C1c1ccncc1 (stereo not drawn)	13.4%	2.7	-1.9	4.3	i	-0.3%	-7.4%	-8.7%
CN(C)c1oc(/C=C/c2cccs2)nc1S(=O)(=O)c1ccccc1	11.0%	-1.4	1.2	-20.1	i	0.3%	-18.5%	-0.2%
Cc1ncc(S(=O)(=O)c2ccccc2)c(-c2ccccc2)n1	2.3%	7.9	1.7	17.2	i	-0.5%	i	14.5%
COCCNc1nc(NCCOC)c2sc(-c3ccccc3)cc2n1	15.9%	-12.0	2.5	-20.6	.	.	?	-0.3%
Cc1c(C(=O)O)sc2nc(CSc3ncc(C(F)(F)F)cc3Cl)[nH]c(=O)c12	-9.4%	3.3	-0.3	-7.8	i	0.2%	i	-18.0%
COc1ccc(CCN2C(=O)CC(N3CCOCC3)C2=O)cc1OC (stereo not drawn)	3.6%	3.4	-0.8	21.8	i	-1.1%	i	1.0%
Nc1c(C(=O)NCCc2ccccc2)nnn1Cc1ccccc1	10.2%	-3.1	-2.3	-15.4	i	-0.2%	-3.7%[57.5 µM]	-2.6%
Cc1cccc(C(=O)Nc2sc(C(=O)N3CCCC3)c(C)c2C#N)c1	3.5%	-2.9	1.9	?	i	-1.5%	i	8.7%
CCN(CC)C(=O)C(=O)c1cccn1-c1c(Cl)cccc1C#N	4.8%	-0.7	1.2	3.6	i	-1.2%	-7.7%	2.4%
CC(=O)c1ccc(OCCCC(=O)N2CCN(S(=O)(=O)c3ccc(C)cc3C)CC2)cc1	-1.6%	4.6	3.6	19.4	i	0.2%	-27.0%	-0.8%
O=C1NC(c2ccccc2)(C(F)(F)F)SC2=NCCCN12 (stereo not drawn)	4.6%	-0.2	-1.7	?	.	4.1%	-0.2%[57.5 µM]	4.0%
Cc1ccnc(NC(=O)c2ccccc2[N+](=O)[O-])c1	-2.6%	-4.1	-0.3	2.0	i	-0.2%	-21.3%	3.6%
Cc1cc(C)cc(OCC(=O)Nc2ccc(CN3CCCCC3)cc2)c1	9.8%	-23.3	-1.2	-12.5	i	0.9%	-14.1%	1.1%
COc1ccccc1NC(=O)c1cn(C)c(=O)c2cc(OC)c(OC)cc12	-12.8%	2.4	-1.0	36.0	i	0.8%	i	-4.0%
COCCN(C(=O)c1ccc(N2CCCC2=O)cc1)c1c(N)n(Cc2ccccc2)c(=O)[nH]c1=O	12.7%	-0.9	1.6	0.0	i	-1.8%	?	2.7%
O=C(NC1CCCC1)c1cc(-c2ccccc2)nc2ccccc12	1.0%	2.7	0.1	-9.1	i	0.6%	i	11.5%
O=C(c1ccccc1)C1CN(c2ccccc2)CC1c1ccc(Cl)cc1 (stereo not drawn)	3.6%	-7.3	-3.9	-10.0	i	-5.1%	i	-1.6%
Cc1cc(OCC(=O)O/N=C(\N)c2ccccc2)ccc1Cl	-14.5%	4.0	-0.9	6.7	i	0.5%	i	-0.8%
Cn1nc(C(=O)NCc2cccnc2)c2ccccc2c1=O	4.9%	8.8	0.8	11.6	i	-0.7%	-7.8%[57.5 µM]	-0.2%
C=CCNC(=O)c1cccc(Br)c1	-0.3%	-1.3	-0.4	-6.8	i	-0.1%	i	-0.6%
Cc1onc(-c2ccccc2Cl)c1C(=O)N1CCN=C1SCc1cccnc1	10.8%	-0.9	-0.2	7.5	i	0.3%	i	-1.4%
CC(C)c1ccc(C2/C(=C(\O)c3ccc4c(c3)OCCO4)C(=O)C(=O)N2CCN2CCOCC2)cc1 (stereo not drawn)	-1.6%	3.6	0.0	3.5	i	-0.3%	60.2%	3.0%
Cc1nc2ccc(NC(=O)COc3cccc(F)c3)cc2s1	1.7%	1.7	-0.6	3.3	i	-3.2%	-6.9%	-5.9%
CCn1c(SCCC#N)nnc1-c1ccncc1	12.1%	-56.4	1.3	-11.6	i	-0.8%	-11.9%[57.5 µM]	-3.2%
O=C(O)c1ccc(COc2ccccc2/C=C2\NC(=O)N(Cc3ccccc3)C2=O)cc1	15.3%	5.7	-0.8	1.8	i	3.1%	-5.5%	-0.3%
CC1=C(c2ccc(C)cc2)S(=O)(=O)N(CC(=O)O)C1=O	-12.1%	8.9	-0.6	6.3	i	0.5%	-8.4%	5.9%
CCCCn1c(N)c(N(CCOC)C(=O)C2CCN(S(=O)(=O)c3ccc(C)c(C)c3)CC2)c(=O)[nH]c1=O	10.3%	-0.5	1.5	0.6	i	0.7%	i	1.6%
O=C(Nc1nccs1)c1ccc(CSc2nnnn2-c2ccccc2)cc1	11.4%	0.9	0.4	-12.6	i	-10.7%	-36.3%[57.5 µM]	-0.9%
C[C@H](NC(=O)c1ccccc1Cl)C(=O)OCC(=O)NNC(=O)c1cccs1	12.4%	-15.0	-1.1	-55.1*	i	0.8%	-22.8%	5.6%
Cc1ccc(-n2c(SCC(=O)Nc3ccc4c(c3)OCO4)nnc2-c2cccs2)cc1	-3.4%	4.9	-1.8	15.7	i	-7.3%	-18.5%[57.5 µM]	6.8%
Cc1ccccc1NC(=S)N1CCCCCC1	2.4%	-5.2	0.7	6.5	i	0.9%	i	9.2%
Cc1c(C=O)c2ccccn2c1C(=O)c1ccncc1	4.2%	31.8*	0.9	-12.0	i	0.5%	-13.5%[57.5 µM]	3.0%
